# Compound activity from PubChem BioAssay.
# TRPC4 agonist = activators of mouse TRPC4 channel, primary screen, Fluo4 calcium, HEK293 TRPC4beta/mu-opioid cells | AID 2237, 2010 | B-score at 10 µM | Short transient receptor potential channel 4 (Mus musculus), Q9QUQ5 | Fluo4 calcium fluorescence; hits give high values | hit rate 0.49% among 310,000;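 active = B-score above 5 SD of library B-scores, and initial fluorescence ratio not above library mean plus 5 SD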;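 note: positive B-score marks a calcium rise read as TRPC4 activation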
#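 Assay system: HEK293 stable line with TRPC4beta plus mu-opioid receptor; schedule: 45 min room-temperature Fluo4 loading, 110 s read; technique: kinetic Fluo4 calcium fluorescence; evaluation: integrated baseline-normalised fluorescence ratio, converted to per-well B score; controls: buffer (low) and maximal DAMGO (high)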
# TMEM16A inh = TMEM16A chloride channel inhibitors, primary screen, cell-based, HTS; hit rate 1.2% among 310,000; normalized B-score (activity score, 25-100; higher = stronger inhibition) at 10 µM; HEK293 TMEM16A/YFP iodide influx fluorescence, ionomycin;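 active = ratio plate-corrected score three or more library SD toward inhibition, starting fluorescence score within five deviations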;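 note: score derived from kinetic fluorescence span divided by baseline fluorescence per well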
# TRPC6 inh = mouse TRPC6 channel inhibitors, primary screen, cell-based, HEK293, membrane potential dye; Short transient receptor potential channel 6 (Mus musculus), Q61143; ACh-evoked depolarization; hits give low values; B-score at 10 µM; hit rate 1.1% among 310,000; AID 2553, 2010;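 active = B-score under library mean minus 3 SD, initial fluorescence not abnormally high, positive integrated signal ratio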;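 note: B-score derived from integrated fluorescence ratio over the kinetic read; more negative B-score means stronger inhibition of depolarization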
# RGS4 block = RGS4 inhibitors, primary screen, cell-based, HEK293 M3R inducible RGS4, calcium flux; AID 463165, 2010; hit rate 0.45% among 310,000; Regulator of G-protein signaling 4 (Homo sapiens), P49798; B-score at 10 µM; Fluo-4 calcium flux; hits give high values; triggered by carbachol at its EC20;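 active = B-score, a plate-corrected calcium signal, over three deviations above library mean, with baseline fluorescence within five deviations of library mean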;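 note: RGS4 expression induced by doxycycline in cells with stable M3 receptor; B-score is computed from the integrated fluorescence ratio over baseline after carbachol; higher B-score means a larger calcium signal and so more RGS4 inhibition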
# Target sequence (P49798 whole entry, looked up): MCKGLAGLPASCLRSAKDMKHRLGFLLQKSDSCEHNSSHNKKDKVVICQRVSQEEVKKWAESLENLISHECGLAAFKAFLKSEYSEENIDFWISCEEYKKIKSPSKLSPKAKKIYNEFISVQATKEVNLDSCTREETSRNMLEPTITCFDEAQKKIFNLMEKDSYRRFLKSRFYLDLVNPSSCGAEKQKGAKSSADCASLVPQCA
# MrgX1 agonist = agonists of human MrgX1 receptor, primary screen, HEK293 cells, Fluo-4 calcium flux. Mas-related G-protein coupled receptor member X1 (Homo sapiens), Q96LB2. Fluo-4 calcium fluorescence, agonist mode; hits give high values. B-score at 10 µM. hit rate 0.44% among 310,000;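 active = calcium response B-score plate-corrected fluorescence ratio at least 3 library SD, with starting fluorescence B-score inside 5 SD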
# Target sequence (Q96LB2 whole entry, looked up): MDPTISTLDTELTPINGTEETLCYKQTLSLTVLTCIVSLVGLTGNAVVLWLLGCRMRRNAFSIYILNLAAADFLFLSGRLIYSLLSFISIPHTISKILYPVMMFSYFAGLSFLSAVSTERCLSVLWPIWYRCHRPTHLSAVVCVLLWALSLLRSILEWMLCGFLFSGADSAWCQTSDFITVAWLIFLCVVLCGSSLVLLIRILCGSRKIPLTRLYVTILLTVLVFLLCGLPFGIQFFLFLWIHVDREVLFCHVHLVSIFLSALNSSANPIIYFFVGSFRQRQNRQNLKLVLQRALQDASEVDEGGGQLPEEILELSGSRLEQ
#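 System: HEK293 cells stably expressing human MrgX1 receptor; Dosing: test compound in the initial addition of three; Schedule: overnight plating, then 30 min 37 °C plus 30 min room-temperature dye loading; Detection: kinetic calcium dye fluorescence, Fluo-4 NW; Controls: per-plate positive and negative controls for Z′ factor.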
# TRPC4 PAM = positive allosteric modulators of TRPC4, primary screen, cell-based, mouse TRPC4beta, HEK293 mu-opioid, Fluo-4 calcium | Short transient receptor potential channel 4 (Mus musculus), Q9QUQ5 | DAMGO EC20, Fluo-4 Ca2+ flux; hits give high values | B-score at 10 µM | hit rate 0.42% among 310,000;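 active = B-score of calcium response area above 5 SD of library B-scores, with initial fluorescence ratio within 5 SD of library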;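 note: B-score of integrated fluorescence ratio over time as area under calcium response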
# MrgX1 antag = antagonists of human MrgX1 receptor, primary screen, HEK293 cells, Fluo-4 calcium flux; BAM8-22 antagonism; hits give low values; B-score at 10 µM; hit rate 1.3% among 310,000; AID 588676, 2011;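 active = calcium-response B-score plate-corrected more than 3 library SD below zero, starting fluorescence within 5 deviations, no agonist response on first addition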;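 note: peak minus trough fluorescence over baseline after final BAM8-22 challenge near maximal dose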
# TRPC6 activator = mouse TRPC6 channel activators, primary screen, cell-based, HEK293, membrane potential dye; Short transient receptor potential channel 6 (Mus musculus), Q61143; HEK293-TRPC6 membrane potential dye fluorescence; hits give high values; B-score at 10 µM; hit rate 0.13% among 310,000; AID 2550, 2010;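 active = B-score of the integrated fluorescence ratio above library mean plus 3 SD, and starting fluorescence ratio within library mean plus 5 SD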;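 note: higher score means more depolarization so channel activation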
# MrgX1 PAM = positive allosteric modulators of MrgX1, primary screen, HEK293 cells, Fluo-4 calcium flux. FDSS; hits give high values. B-score at 10 µM. hit rate 0.63% among 310,000. AID 588675, 2011;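 active = plate-corrected calcium response at least 3 library SD above typical, normal starting fluorescence, not activating the receptor alone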;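 note: compound read alongside a low EC10 to EC30 dose of BAM8-22 agonist; peak minus trough fluorescence over baseline measured at the second addition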
# ANO1 activ = TMEM16A chloride channel activators or potentiators, primary screen, cell-based, HTS; Anoctamin-1 (Mus musculus), Q8BHY3; HEK293 TMEM16A/YFP-H148Q/I152L, iodide quench fluorescence; hits give low values; B-score at 10 µM; hit rate 0.3% among 340,000; AID 623877, 2012;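 active = fluorescence-ratio B-score plate-corrected deviation score at least 3 library SD below zero, with starting fluorescence score within 5 deviations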;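 note: channel opened by trigger with iodide after compound preincubation; score built on the fluorescence ratio of max minus min over baseline; more negative score means more quench and so TMEM16A activation or potentiation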
# TRPC4 inh = inhibitors of mouse TRPC4 channel, primary screen, Fluo4 calcium, HEK293 TRPC4beta/mu-opioid cells. Short transient receptor potential channel 4 (Mus musculus), Q9QUQ5. DAMGO-evoked Fluo4 calcium flux; hits give low values. B-score at 10 µM. hit rate 0.39% among 300,000. AID 2247, 2010;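 active = B-score over 3 SD under the library average, no early fluorescence shift, positive overall ratio signal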
#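 test system = HEK293 cells with stable TRPC4beta plus mu-opioid receptor expression | detection = Fluo4 Ca2+ flux fluorescence | read-out = integrated fluorescence ratio relative to baseline, converted to per-well B score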
# * marks the source's active call; other numbers are inactive results; i = inactive; . = no result given.
# Start of the listing, in advance:
SMILES,TRPC4 agonist,TMEM16A inh,TRPC6 inh,RGS4 block,MrgX1 agonist,TRPC4 PAM,MrgX1 antag,TRPC6 activator,MrgX1 PAM,ANO1 activ,TRPC4 inh
O=S(=O)(Cc1ccccc1)NCc1cccnc1,i,i,i,i,i,i,i,i,i,i,i
O=C(O)CCCNC(=O)c1cncc(O)c1,i,i,i,i,i,i,i,i,i,i,i

# Results, repeating the preview:
SMILES,TRPC4 agonist,TMEM16A inh,TRPC6 inh,RGS4 block,MrgX1 agonist,TRPC4 PAM,MrgX1 antag,TRPC6 activator,MrgX1 PAM,ANO1 activ,TRPC4 inh
O=S(=O)(Cc1ccccc1)NCc1cccnc1,i,i,i,i,i,i,i,i,i,i,i
O=C(O)CCCNC(=O)c1cncc(O)c1,i,i,i,i,i,i,i,i,i,i,i
CC(=O)Nc1sc2c(c1C(c1ccc(Cl)cc1)N1CCOCC1)CCCC2 (stereo not given),i,i,i,i,i,i,i,i,i,i,i
O=C(NCCCN1CCOCC1)C(=O)NCc1ccccc1Cl,i,i,i,i,i,i,i,i,i,i,i
COc1cccc(NC(=O)CN2C(=O)CSc3ccc(S(=O)(=O)N4CCCCC4)cc32)c1,i,i,i,i,i,i,i,i,i,i,i
CCOC(=O)CC1=NN(c2ccccc2)C(=O)C1,i,i,i,i,i,i,i,i,i,i,i
NC(=O)Cc1ccc(Nc2nnc(-c3ccccc3)c3ccccc23)cc1,i,i,i,i,i,i,i,i,i,i,i
CN(C)S(=O)(=O)c1ccc(C(=O)NCCc2ccco2)cc1,i,i,i,i,i,i,i,i,i,i,i
COCCNC(=O)COc1cccc(Oc2ccccc2)c1,i,i,i,i,i,i,i,i,i,i,i
c1ccc(Cc2nnc3sc(-c4cccnc4)nn23)cc1,i,i,i,i,i,i,i,i,i,i,i
CN(CC(=O)Nc1ccc(Cl)c(C(F)(F)F)c1)C(=O)CC1Sc2ccccc2NC1=O (stereo not given),i,i,i,i,i,i,i,i,i,i,i
CC(C)Nc1ncnc2c1nnn2Cc1ccccc1,i,i,i,i,i,i,i,i,i,i,i
Cc1ccn(CC(=O)N2CCCC(N3CCN(c4ccccc4F)CC3)C2)n1 (stereo not given),i,.,i,i,.,i,.,i,.,i,i
Cc1nc2ccccc2n1CC(=O)NC(C)C1CC2CCC1C2 (stereo not given),i,i,i,i,i,i,i,i,i,i,i
O=C1c2c(O)cc(O)cc2O[C@H](c2ccc(O)c(O)c2)[C@H]1O,i,i,i,i,i,i,i,i,i,i,i
O=P(c1ccccc1)(c1ccccc1)C(c1ccco1)N1CCOCC1 (stereo not given),i,i,i,i,i,i,i,i,i,i,i
O=C(CCC(=O)c1ccc(Oc2ccccc2)cc1)Nc1ccc(C(=O)O)cc1,i,i,i,i,i,i,i,i,i,i,i
CC1=NN(C(=O)COc2ccc(C)c(C)c2)C(O)(c2ccc(Cl)cc2)C1 (stereo not given),i,i,i,i,i,22*,i,i,i,i,i
CSc1nc(Sc2ccccc2Cl)c2ccccc2n1,i,i,i,i,i,i,i,i,i,i,.
O=C(CSCc1ccc([N+](=O)[O-])cc1)NC1CC2CCC1C2 (stereo not given),i,i,i,i,i,i,i,i,i,i,i
Cc1cc(OC(=O)c2c(Cl)cc(Cl)cc2Cl)nc(C)n1,i,i,i,i,i,i,i,i,i,i,i
Cc1ccccc1NC(=O)c1ccc(NC(=O)C2CC(=O)OC23CCCCC3)cc1 (stereo not given),i,.,i,i,.,i,.,i,.,i,i
CCCN1C[C@H](CSC)C[C@@H]2c3cccc4[nH]cc(c34)C[C@H]21,i,i,i,i,i,i,i,i,i,i,i
CCCNC(=O)CCC(NS(=O)(=O)c1ccc(C)cc1)C(=O)NCCC (stereo not given),i,i,i,i,i,i,i,i,i,i,i
CCn1ncc(CNC(=O)CCSc2nc(-c3ccco3)cc(C(F)(F)F)n2)c1C,i,i,i,i,i,i,i,i,i,i,i
C[C@@H]1CC[C@H](O)/C=C/C(=O)O[C@H](C)CC[C@H](O)/C=C/C(=O)O1,i,i,i,i,i,i,i,i,i,i,i
O=C(NCc1ccccc1)c1cc(-c2cccs2)on1,i,i,i,i,i,i,i,i,i,i,i
NC(=O)C1CCN(C(=O)CC2(CC(=O)O)CCCCC2)CC1,i,i,i,i,i,i,i,i,i,i,i
CC(=O)c1ccc(NC(=O)CSC(=S)N2CCCC2)cc1,i,i,i,i,i,i,i,i,i,i,i
O=C(Cc1cccs1)NCCS(=O)(=O)N1CCN(c2ccccc2F)CC1,i,i,i,i,i,i,i,i,i,i,i
O=C(Nc1nc2ccccc2s1)c1cccc(N2C(=O)CCC2=O)c1,i,i,i,i,i,i,i,i,i,i,i
CC(c1nnc(SCC(=O)c2c(N)n(C)c(=O)n(C)c2=O)n1-c1ccc(Cl)cc1)N(C)C (stereo not given),i,i,i,i,i,i,i,i,i,i,i
COCCOC(=O)C1=C(C)N=C2SCCC(=O)N2C1c1cccs1 (stereo not given),i,i,i,i,i,i,i,i,i,i,i
CCCc1[nH]nc2c1C1(CCN(C(=O)OCc3ccccc3)CC1)C(C#N)=C(N)O2,i,i,i,i,i,i,i,i,i,i,i
CCCC1C2C(=O)N(c3ccc(OC)cc3)C(=O)C2ON1c1ccccc1 (stereo not given),i,i,i,i,i,i,i,i,i,i,i
CC1CCN(S(=O)(=O)c2ccc(C(=O)NCc3ccco3)cc2)CC1,i,i,i,i,i,i,i,i,i,i,i
COc1cc(C(=O)N/N=c2/sc3ccccc3n2C)cc(OC)c1OC,i,i,i,i,i,i,i,i,i,i,i
COc1ccc(/C=N\NC(=O)c2cccc([N+](=O)[O-])c2)cc1Cn1cc([N+](=O)[O-])cn1,i,i,i,i,i,i,i,i,i,.,i
Cc1ccc(OCCSCc2nnc(NC(=O)Nc3cccc(Cl)c3)s2)cc1,i,i,i,i,i,i,i,i,i,i,i
COc1ccc(C(=O)NCCSc2ccccc2)cc1OC,i,i,i,i,i,i,i,i,i,i,i
O=C(CSc1nnc(CNc2ccccc2)o1)c1ccc2c(c1)OCCO2,i,i,i,i,i,i,i,i,i,i,i
Cc1ccc(C)c(S(=O)(=O)N2CCN(C(=O)c3cnccn3)CC2)c1,i,i,i,i,i,i,i,i,i,i,i
O=C(NCCN1CCCCC1)c1ccco1,i,i,i,i,i,i,i,i,i,i,i
Cc1ccc(-n2c(SCn3nnc4ccccc4c3=O)nnc2-c2cccnc2)c(C)c1,i,i,i,i,i,i,i,i,i,i,i
COc1ccc(OC)c2sc(NC(=O)c3ccc(S(=O)(=O)N(C)C)cc3)nc12,i,i,i,i,i,i,i,i,i,i,i
CCOC(=O)Cc1csc(NC(=O)c2sc3nc4c(C)cc(C)cc4cc3c2N)n1,i,i,i,i,i,i,-9.24*,i,i,i,i
CC1C(=O)C(C)C(c2ccc([N+](=O)[O-])cc2)NC1c1ccc([N+](=O)[O-])cc1 (stereo not given),i,i,i,i,i,i,i,i,i,i,i
CCCCn1c(SCC(=O)Nc2nnc(C(C)C)s2)nc2c1c(=O)n(C)c(=O)n2C,i,i,i,i,i,i,i,i,i,i,i
CCc1cc(=O)[nH]c(-n2[nH]c(-c3ccccc3)cc2=O)n1,i,i,i,i,i,i,i,i,i,i,i
CC(C)CCc1noc(CN2CCC(CCN3CCCC3=O)CC2)n1,i,i,i,i,i,i,i,i,i,i,i
O=C(NCC(c1ccc(F)cc1)N1CCOCC1)c1cc(F)c(F)c(F)c1F (stereo not given),i,i,i,i,i,i,i,i,i,i,i
O=C(c1ccc(NC(=O)C(c2ccccc2)c2ccccc2)cc1)c1ccc(C(=O)O)c(C(=O)O)c1,i,i,i,i,i,i,i,i,i,i,i
O=C(c1ccccc1Cl)N1CCN(Cc2ccc3c(c2)OCO3)CC1,i,i,i,i,i,i,i,12.7*,i,i,i
O=C1N2CCSC2=NC1(Nc1nccs1)C(F)(F)F (stereo not given),i,i,i,i,i,i,i,i,i,i,i
CCc1nnc(NC(=O)c2ccc(N3C(=O)CCC3=O)cc2)s1,i,i,i,i,i,i,i,i,i,i,i
Cc1ccccc1-c1nc(CN2CCC(C(=O)NCCCN3CCCC3)CC2)c(C)o1,i,i,i,i,i,i,i,i,i,i,i
COc1cc(Nc2ncnc(N)n2)cc(OC)c1OC,i,i,i,i,i,i,i,i,i,i,i
COCCn1c(C)cc(C(=O)CSc2nnc(-c3cccnc3)n2-c2ccccc2F)c1C,i,i,i,i,i,i,i,i,i,i,i
O=C(N/N=C\c1ccc(O)c([N+](=O)[O-])c1)c1ccccc1-n1cccc1,i,i,i,i,i,i,i,i,i,i,i
CC(=O)Nc1nc(CC(C)C)cc(-c2ccco2)c1C#N,i,i,i,i,i,i,i,i,i,i,i
# The listing continues:
SMILES,TRPC4 agonist,TMEM16A inh,TRPC6 inh,RGS4 block,MrgX1 agonist,TRPC4 PAM,MrgX1 antag,TRPC6 activator,MrgX1 PAM,ANO1 activ,TRPC4 inh
O=C(Nn1cnc2ccccc2c1=O)c1c(F)cccc1F,i,i,i,i,i,i,i,i,i,i,i
CCOC(=O)c1c(NC(C)=O)sc2c(O)cccc12,i,i,i,i,i,i,i,i,i,i,i
CCOc1ccc(Br)cc1CNCCN1CCOCC1,i,i,i,i,i,i,i,i,i,i,i
COc1ccc(N2CCN(Cc3nc4cc(Cl)ccc4c(=O)[nH]3)CC2)cc1,i,i,i,i,i,i,i,i,i,i,i
Cn1ccnc1SCC(=O)Nc1ccc(Cl)cn1,i,i,i,i,i,i,i,i,i,i,i
O=C(Nc1ccc(Br)cc1)c1cnccn1,i,i,i,i,i,i,i,i,i,i,i
